High-throughput results: PubChem BioAssay, National Center for Advancing Translational Sciences (NCATS)
GAA glycogen mod: GAA glycogen-cleavage inhibition or activation; P10253; recombinant GAA, glycogen substrate, Amplex Red glucose oxidase fluorescence; Potency, µM (series often up to 76.4 µM), for the others: at the top dose activity change, negative = inhibition, actives largely listed as inhibitors; 0.38% of 300,000 active; AID 2100;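 note: 0% = full enzyme reaction and -100% = no-enzyme basal signal; the screen sought inhibitors and activators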
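Recombinant enzyme (4 nM final) with compounds titrated up to 77 uM and bovine liver glycogen (30 ug) in citrate pH 5.0, 0.01% Tween-20, 37 C 40 min. Released glucose detected by Amplex Red/glucose oxidase (Ex 573/Em 610); AC50 from Hill fits.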
HTT ATP protect: protects HTT-Q103 PC12 cells, measured by ATP; Potency, µM (doses to about 56.4 µM), for the others: cytoprotection (ATP increase), hits mostly activators; 0.14% of 230,000 active; PC12 HTT-Q103 induced, cytoprotection, ATP luminescence, 40 h;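 note: % of control where 0% means no effect; nearly all actives have a fitted effect of over 45% in size; toxic huntingtin expression switched on by the ecdysone agonist tebufenozide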
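Compounds were screened for protection of PC12 cells against cell death after tebufenozide induction (100 nM final) of mutant Huntingtin exon 1 (Q103) fused to GFP.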
GAA inh: alpha-glucosidase (human) inhibition; P10253; purified human GAA, 4-MU-alpha-glucoside fluorescence; Potency, µM (series often up to 76.9 µM), inactives show at the highest dose activity change, negative = inhibition, usual class: inhibitors; 0.005% of 200,000 active;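 note: plate controls were uninhibited enzyme wells for no effect and no-enzyme background for full effect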
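Endpoint fluorogenic read: 20 min room-temperature reaction of 4 nM human alpha-glucosidase with 400 uM 4-methylumbelliferyl-alpha-D-pyranoside, pH 5.0, quenched with 1M NaOH/1M glycine pH 10. AC50 from Hill modeling.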
RGS12 GoLoco inh: RGS12 GoLoco-Gai1 interaction inhibition. P63096. Gai1:RGS12 GoLoco peptide FP, rhodamine, 10 min. Potency, µM (series often up to 61.6 µM), for the others: top-dose activity, negative = inhibition, most hits filed as inhibitors. 0.44% of 230,000 active. AID 880; active = well fitted inhibition curve with a large enough effect, not every such curve was filed as active; inactive = no such curve, though single readings can be large or run the other way; note: % is set by controls: 0 for no effect and ±100 for the full control effect; nearly all actives have a fitted effect of over 30% in size; many of its hits are not listed in these tables
Target sequence (P63096 whole entry, looked up): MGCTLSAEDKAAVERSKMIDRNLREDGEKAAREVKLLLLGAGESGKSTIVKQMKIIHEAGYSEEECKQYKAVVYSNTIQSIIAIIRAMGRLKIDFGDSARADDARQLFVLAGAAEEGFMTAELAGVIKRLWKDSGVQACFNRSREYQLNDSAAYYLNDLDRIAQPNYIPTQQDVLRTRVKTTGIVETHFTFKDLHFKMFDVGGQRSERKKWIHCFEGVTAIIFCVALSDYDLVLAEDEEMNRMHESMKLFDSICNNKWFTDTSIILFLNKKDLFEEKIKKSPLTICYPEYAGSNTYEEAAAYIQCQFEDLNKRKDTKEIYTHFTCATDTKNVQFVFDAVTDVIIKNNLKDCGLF
IMPase Li cell: membrane-permeable IMPase blocker, potentiated with lithium; Potency, µM (titrated, usually from 59.4 µM), for the others: at the top dose activity, negative = IMPase inhibition, usual class: inhibitors; CHO-M1 cells, IP1 TR-FRET (IP-One), carbachol + lithium; 0.35% of 210,000 active; AID 1457;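 note: IP1 builds up when IMPase is blocked and the TR-FRET signal falls; plate controls were basal vehicle for no effect and high inhibitor control for full effect; nearly all actives have a fitted effect of over 50% in size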
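Readout is a homogeneous TR-FRET IP1 immunoassay (Ex 320, Em 665 and 620), where raised cytosolic IP1 lowers signal. Cells were CHO-M1 treated 30 min at 37C with test compounds plus a little lithium; AC50 values came from Hill-equation fitting.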
GAA spleen mod: inhibits or activates alpha-glucosidase in human spleen homogenate | 0.006% of 240,000 active | AID 2112 | Potency, µM (top dose mostly 79.9 µM), without a hit: at the top dose activity change, negative = inhibition, most hits filed as inhibitors | human spleen homogenate, 4-MU-alpha-glucoside fluorescence;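 note: 0% = enzyme with vehicle and -100% = no enzyme basal signal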
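Human spleen homogenate (1 ug) with 4-methylumbelliferyl-alpha-D-glucopyranoside (1 mM final) in 50 mM citrate/phosphate pH 5.0, 0.01% Tween-20; 40 min at 37 C. Stopped at pH 10; 4-MU fluorescence Ex 365/Em 440 nm; AC50 by Hill fit.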
HttQ103 aggreg: mutant huntingtin aggregation inhibition. PC12 HttQ103-GFP aggregates, Acumen cytometry, 40 h. Potency, µM (series often up to 46.1 µM), for the others: at the top dose activity change, negative = inhibition, actives largely listed as inhibitors. 1.1% of 220,000 active. AID 1688; note: % is set by controls: 0 for no effect and ±100 for the full control effect; nearly all actives have a fitted effect of over 60% in size
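PC12 cells with ecdysone-inducible HTT exon1 Q103-GFP, induced by 100 nM tebufenozide, given compounds in a concentration series. GFP aggregates (1–25 um, 6 SD above background) counted in lysates by laser-scanning cytometry, 488 nm excitation.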
Starred values were filed as active, the others as inactive; ? = inconclusive; . = no result given; [ ] = another dose, or the depositor's remark. Unless noted, calls come from the whole dose curve; as a rule, active = well fitted curve in the direction sought with a large enough effect; inconclusive = small, poorly fitted or top-dose-only effect, or another doubt; inactive = no such curve, though single readings can be large; an effect the other way counts as inactive or inconclusive. Potency is the fitted concentration of half-maximal effect. A portion of the library (hit frequency here may not be typical).

SMILES	GAA glycogen mod	HTT ATP protect	GAA inh	RGS12 GoLoco inh	IMPase Li cell	GAA spleen mod	HttQ103 aggreg
O=C(Nc1ccc(NC(=O)c2ccco2)nc1)c1ccccn1	4%	-72%[inhibitor][10 µM]	-2%	18%	?	-6%	1%
COCC(C)NC(=O)C(C)Oc1ccccc1 (configuration not stated)	-4%	?	-4%	2%	-3%	-9%	-16%
CC(C)NC(=S)NN=C1CCCCCCCCCCC1	-15%	-1%[10 µM]	-1%	11%	11%	2%	-23%
CCOC(=O)C1CCN(c2ncnc3c2c(-c2ccccc2)cn3-c2ccccc2)CC1	0%	-28%	-5%	-4%	4%	-3%	-21%
Cn1c(CC2C(=O)Nc3ccc(Br)cc32)nc2ccccc2c1=O (configuration not stated)	-18%	-1%[10 µM]	-7%	12%	3%	-26%	-8%
OC(Cn1ccnc1)c1ccc(Cl)cc1Cl (configuration not stated)	-12%	-1%[10 µM]	0%	-6%	-8%[38.3 µM]	6%	-20%
Cc1cccc(Cn2ncc(Cl)c(Cl)c2=O)c1	1%	-57%[inhibitor]	-2%	-13%	-2%[38.3 µM]	2%	?
COC(=O)c1cc(S(=O)(=O)Nc2cc(S(=O)(=O)N(C)C)ccc2C)oc1C	1%	-6%[10 µM]	5%	1%	.	6%	-2%[9.22 µM]
O=C(NCCc1ccccc1)c1nc2nc(-c3cccs3)cc(C(F)(F)F)n2n1	-10%	-10%[10 µM]	2%	37%[activator]	?	-2%	-17%
CC(=O)c1ccc2c(c1)OCCOCCOc1ccc(C(C)=O)cc1OCCOCCO2	4%	-3%[10 µM]	4%	4%	.	-3%	-16%[9.22 µM]
Cc1ccc(C)c(/C=N/Nc2ccccn2)c1	?	-11%[10 µM]	-1%	1%	13%	-5%	-9%
CO[C@H]1C[C@@H]2CC[C@@H](C)[C@@](O)(O2)C(=O)C(=O)N2CCCC[C@H]2C(=O)O[C@H](C(C)C[C@H]2CC[C@@H](O)[C@H](OC)C2)CC(=O)[C@H](C)/C=C(\C)[C@@H](O)[C@@H](OC)C(=O)[C@H](C)C[C@H](C)/C=C/C=C/C=C/1C (some centres not stated)	.	-48%[inhibitor]	.	9%	13%	3%	.
O=C(CSc1nnc(-c2ccco2)o1)c1ccc[nH]1	5%	.	1%	47%[activator]	-5%	0%	34%
CCC1=C2CC[C@H]3C(=O)N(C)C(=O)[C@H]3[C@H]2[C@@]2(C)C(=O)N(CC3CC3)C(=O)N2C1=O	.	-34%[inhibitor]	.	7%	-4%	-19%	.
COC(=O)N1CC=CC1(C)C(=O)NCc1ccc(C)o1 (configuration not stated)	.	-55%[inhibitor]	.	-38%	-5%	-3%	.
CC1CC(C)(C)NC(=O)O1 (configuration not stated)	-2%	-2%	-6%	-4%	4%[38.3 µM]	5%	12%
CN(C1CCS(=O)(=O)C1)S(=O)(=O)c1cccc2nsnc12 (configuration not stated)	18%	11%	-2%	4%	-19%[38.3 µM]	1%	-18%
Cc1ccc(NC(=O)C(=O)NCC2CCCO2)cc1 (configuration not stated)	8%	-13%[10 µM]	9%	-3%	5%	-2%	3%
CCn1cc(C(=O)NCC2CCCO2)c(=O)c2cc(S(=O)(=O)N3CCCCCC3)ccc21 (configuration not stated)	-10%	-24%	-3%	15%	10%[38.3 µM]	-4%	4%
C=CCNC(=O)CC1Nc2c3ccccc3nc(=S)n2C1=O (configuration not stated)	?	15%[10 µM]	?	-2%	-9%	-7%	18%[9.22 µM]
Cc1ccc(S(=O)(=O)NC(=O)N(C)C2CCCCC2)cc1	4%	17%[10 µM]	-10%	1%	.	-7%	-3%[9.22 µM]
CCOc1ccc(NC(=O)Nc2ccc3c(c2)N(C)C(=O)CS3)cc1	-3%	-7%	4%	27%	35%[38.3 µM]	-1%	-2%
CCOc1ccc(NC(=O)CSc2ncc(-c3ccc(F)cc3)n2Cc2ccco2)cc1	-12%	15%[10 µM]	.	0%	.	9%	-7%[9.22 µM]
CCOC(=O)C1ON2CCCCC2C1(O)C(F)(F)F (configuration not stated)	-20%	-9%	-3%	8%	1%	6%	1%
CCOC(=O)c1c(SC)[nH]c2c(Cl)cccc2c1=O	-3%	6%[10 µM]	.	-196%	.	10%	-8%[9.22 µM]

An excerpt of these results, field by field.
SMILES: CCC1=C2CC[C@H]3C(=O)N(C)C(=O)[C@H]3[C@H]2[C@@]2(C)C(=O)N(CC3CC3)C(=O)N2C1=O
  GAA glycogen mod: .
  HTT ATP protect: -34%[inhibitor]
  GAA inh: .
  RGS12 GoLoco inh: 7%
  IMPase Li cell: -4%
  GAA spleen mod: -19%
  HttQ103 aggreg: .
SMILES: Cc1ccc(NC(=O)C(=O)NCC2CCCO2)cc1 (configuration not stated)
  GAA glycogen mod: 8%
  HTT ATP protect: -13%[10 µM]
  GAA inh: 9%
  RGS12 GoLoco inh: -3%
  IMPase Li cell: 5%
  GAA spleen mod: -2%
  HttQ103 aggreg: 3%

(listing goes on)
SMILES	GAA glycogen mod	HTT ATP protect	GAA inh	RGS12 GoLoco inh	IMPase Li cell	GAA spleen mod	HttQ103 aggreg
Cc1ccc(SCc2cc(=O)[nH]c(/N=C(\N)Nc3cccc4ccccc34)n2)cc1	10%	10%[10 µM]	2%	13%	13%	5%	1%
O=C(/C=C/c1cccc(O)c1)c1cccnc1	1%	-25%	-6%	1%	-3%	1%	-9%
O=C(c1ccc([N+](=O)[O-])c(CS(=O)(=O)c2ccc(Cl)cc2)c1)N1CCCCC1	-5%	-8%	3%	0%	11%	3%	-1%
C=C1C(=O)OC2CC1C(OC(C)=O)CC(C)=CCCC(C)=CCC[C@@]2(C)O (some centres not stated)	.	.	.	1%	15%	10%	.
C=CCc1cccc(/C=N/c2ncn[nH]2)c1O	-5%	-2%	-8%	5%	18%[38.3 µM]	-5%	-17%
Cc1cc(N2C(=O)C=CC2=O)c([N+](=O)[O-])cc1C	14%	-4%[10 µM]	9%	-26%	9%	-4%	?
Fc1ccc(CSc2ccc3nnc(-c4cccnc4)n3n2)cc1	-6%	-37%[inhibitor]	1%	1%	6%	.	10%
Cc1cnc(NC(=O)CSc2nnc(C)s2)s1	?	6%	?	13%	-9%[38.3 µM]	9%	4%
Cc1cc(C)n2nc(SCC(=O)c3c(N)n(CC(C)C)c(=O)n(C)c3=O)nc2n1	9%	-29%	-3%	-3%	-3%	-2%	9%
CC(=N[C@@H]1CCCC[C@H]1N=C(C)c1ccccc1O)c1ccccc1O	4%	6%[10 µM]	-6%	-9%	-9%	1%	11%
O=C(NCCn1ccc2ccccc21)c1cccc([N+](=O)[O-])c1	6%	-31%	-11%	6%	0%	-1%	8%
O=C(CCS(=O)(=O)Cc1ccccc1F)NCCCN1CCCCC1	7%	0%	?	14%	-3%[38.3 µM]	-9%	12%
S=C(NC1CCCCC1)NN1CCOCC1	-3%	.	-5%	7%	8%	1%	12%
CC(OC(=O)Cc1n[nH]c(=O)c2ccccc12)C(=O)Nc1cccc([N+](=O)[O-])c1 (configuration not stated)	-5%	-7%	5%	9%	0%	0%	13%
CCn1c(/C=C/Nc2ccccc2)[n+](CC)c2cc(Cl)c(Cl)cc21	3%	-56%[inhibitor][10 µM]	-2%	1.6µM*	16%	-3%	?
Cc1cc2c(cc1S(N)(=O)=O)S(=O)(=O)CCC2	.	-53%[inhibitor][17.1 µM]	.	-4%[21.6 µM]	7%	-5%[29.1 µM]	3%[20.6 µM]
COc1ccc(C(=O)NCC(=O)OCC(=O)N2N=C(c3ccc(Cl)cc3)CC2c2ccco2)cc1OC (configuration not stated)	-9%	-24%	?	5%	14%	-3%	21%
O=C(CN1CCOCC1)Nc1ccc(S(=O)(=O)N2CCCCCC2)cc1	4%	-31%	0%	4%	0%[38.3 µM]	-3%	-9%
CCn1c(CSc2nc3ccccc3s2)nnc1SCC(=O)c1ccc(O)cc1O	2%	15%	0%	3%	20%[38.3 µM]	-4%	12%
CC(C(O)C12CC3CC(CC(C3)C1)C2)N1CCCCC1 (configuration not stated)	7%	-48%[inhibitor]	-16%	4%	9%	3%	-18%
CCOC(=O)c1ccc(NC(=S)N2CCCC(C(=O)OCC)C2)cc1 (configuration not stated)	-10%	-36%[inhibitor]	-6%	-6%	6%	-10%	16%

Of the compounds above, 12 contain a halogen:
SMILES	GAA glycogen mod	HTT ATP protect	GAA inh	RGS12 GoLoco inh	IMPase Li cell	GAA spleen mod	HttQ103 aggreg
Cn1c(CC2C(=O)Nc3ccc(Br)cc32)nc2ccccc2c1=O (configuration not stated)	-18%	-1%[10 µM]	-7%	12%	3%	-26%	-8%
OC(Cn1ccnc1)c1ccc(Cl)cc1Cl (configuration not stated)	-12%	-1%[10 µM]	0%	-6%	-8%[38.3 µM]	6%	-20%
Cc1cccc(Cn2ncc(Cl)c(Cl)c2=O)c1	1%	-57%[inhibitor]	-2%	-13%	-2%[38.3 µM]	2%	?
O=C(NCCc1ccccc1)c1nc2nc(-c3cccs3)cc(C(F)(F)F)n2n1	-10%	-10%[10 µM]	2%	37%[activator]	?	-2%	-17%
CCOc1ccc(NC(=O)CSc2ncc(-c3ccc(F)cc3)n2Cc2ccco2)cc1	-12%	15%[10 µM]	.	0%	.	9%	-7%[9.22 µM]
CCOC(=O)C1ON2CCCCC2C1(O)C(F)(F)F (configuration not stated)	-20%	-9%	-3%	8%	1%	6%	1%
CCOC(=O)c1c(SC)[nH]c2c(Cl)cccc2c1=O	-3%	6%[10 µM]	.	-196%	.	10%	-8%[9.22 µM]
O=C(c1ccc([N+](=O)[O-])c(CS(=O)(=O)c2ccc(Cl)cc2)c1)N1CCCCC1	-5%	-8%	3%	0%	11%	3%	-1%
Fc1ccc(CSc2ccc3nnc(-c4cccnc4)n3n2)cc1	-6%	-37%[inhibitor]	1%	1%	6%	.	10%
O=C(CCS(=O)(=O)Cc1ccccc1F)NCCCN1CCCCC1	7%	0%	?	14%	-3%[38.3 µM]	-9%	12%
CCn1c(/C=C/Nc2ccccc2)[n+](CC)c2cc(Cl)c(Cl)cc21	3%	-56%[inhibitor][10 µM]	-2%	1.6µM*	16%	-3%	?
COc1ccc(C(=O)NCC(=O)OCC(=O)N2N=C(c3ccc(Cl)cc3)CC2c2ccco2)cc1OC (configuration not stated)	-9%	-24%	?	5%	14%	-3%	21%
